Source: PubChem
Lipid storage S3 – qHTS Assay for Lipid Storage Modulators in Drosophila S3 Cells; Drosophila S3 cells, BODIPY lipid droplet fluorescence, 18-24 h; cells fed with added oleic acid; Potency in µM for hits, for the others lipid storage change, negative = inhibition, % at the top dose, mostly 46.1 µM; 0.64% of 320,000 active; AID 2685, 2010; active = well fitted inhibition curve with a large enough effect in the signal ratio, with a control signal flat, not every such curve was filed as active; inconclusive = small, poorly fitted or top-dose-only effect, or effect the other way, or a change in a side signal; the % refers to the signal ratio
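Drosophila S3 cells got compounds at several concentrations plus oleic acid (400 uM solution). Laser-scanning cytometry with 488 nm excitation read lipid droplets at 500-530 nm and cells at 575-640 nm. Percent activity was relative to 20 uM Triacsin C.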
Lipid storage S3 cell count max – recorded beside Lipid storage S3, whose call it bears; cell number change, %; measured here: cell count max response;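 cells counted by Cell Tracker Red CMTPX staining in the red channel; peak over a dose series mostly up to 46.1 µM; percent activity relative to internal control wells on each plate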
Starred values were filed as active, the others as inactive; i = inactive; ? = inconclusive; · = no result given; [ ] = dose if it differs, or a comment. % is set by controls: 0 for no effect and ±100 for the full control effect; potency is the fitted concentration of half-maximal effect.

SMILES | Lipid storage S3 | Lipid storage S3 cell count max
COCc1nnc(NC(=O)c2ccc(S(=O)(=O)N3CCCc4ccccc43)cc2)o1 | -11% | ·
Cc1ccc(NC(=O)COC(=O)CCc2nc3ccccc3c(=O)[nH]2)c(Br)c1 | 0% | 6
CC(C)(C)[C@@H]1C=C(C(=O)Nc2ccccc2)O[C@H](OCc2ccc(CO)cc2)C1 | 7% | -1
O=C(Nc1cccc(NC(=O)c2ccccc2Cl)c1)c1ccc(F)cc1 | ? | ·
CCOP(=O)(OCC)c1nc(-c2ccc(Cl)cc2)oc1NCc1ccccc1 | ? | ·
CCOc1ccc(N2C(=O)C3ON(C)C(c4ccc([N+](=O)[O-])cc4)C3C2=O)cc1 (stereo not given) | ? | ·
O=C1COc2ccc(S(=O)(=O)NCCc3ccccc3)cc2N1 | ? | ·
CCOc1ccc(N2C(=O)c3cccnc3C2Nc2ccc(C)cc2)cc1 (stereo not given) | ? | ·
Cc1nn(Cc2ccc(Cl)cc2)c(C)c1NC(=O)c1noc2c1CCc1ccccc1-2 | ? | ·
O=C(CNC(=O)OCc1ccccc1)NCC(=O)N1CCCC1C(=O)OCc1ccccc1 (stereo not given) | ? | ·
CCN(CCN1CCCC1)C(=O)c1cc(COc2ccccc2SC)on1 | ? | ·
CCOC(=O)c1c(C)c(C(=O)NC(C)COC)c(C)n1CC (stereo not given) | ? | ·
COc1ccc2sc(NC(=O)c3ccco3)nc2c1 | i | -14
Cc1ccsc1/C=N/n1c(-c2ccccn2)n[nH]c1=S | ? | ·
COc1ccc(CNC(=O)c2ccc3ccccc3n2)cc1OC | ? | ·
Cc1cccc(S(=O)(=O)NCCNS(=O)(=O)c2cccc(C)c2)c1 | ? | ·
CCOc1ccc(NC(=O)CN(C)C(=O)c2cn3ccccc3n2)cc1OCC | ? | ·
COc1ccccc1/C=C/CN1CCN(Cc2ccc(C)o2)C(CCO)C1 (stereo not given) | 14% | 4
COc1ccccc1CCc1nnc(CCC(=O)NCCCOc2cccnc2)o1 | ? | ·
CC(OC(=O)c1cccc([N+](=O)[O-])c1)C(=O)N1CCc2ccccc21 (stereo not given) | 18% | -16
Cc1cc2c(cc1C)[n+](C)cn2CC(O)COCC1CC=CCC1 (stereo not given) | -17% | -7
CC1=NN(c2ccc(Cl)cc2)C(=O)C1C(c1cccc(O)c1)c1c(C)[nH]n(-c2ccc(Cl)cc2)c1=O (stereo not given) | ? | ·
COc1ccccc1N1CCN(C(=O)C2CCN(S(=O)(=O)c3ccc(C)cc3)CC2)CC1 | ? | ·
COc1cc(/C=C2\C(=N)N3N=CSC3=NC2=O)cc(Br)c1OC(=O)c1ccco1 | ? | ·
CC(Oc1cc2oc(=O)c3c(c2cc1Cl)CCC3)C(=O)NCc1ccncc1 (stereo not given) | i | 10
O=C(CCn1c(=O)oc2ccccc21)N1CCCCCC1 | ? | ·
COc1ccc(NC(=O)CC2CCCCC2)cc1OC | 14% | -17
COCCNc1nnc(SCC(=O)N2CCN(S(=O)(=O)c3ccccc3)CC2)s1 | 15% | -3
CC(=O)Nc1ccc2ccccc2c1 | ? | ·
COc1ccc(-c2noc(-c3ccc(Cl)cc3[N+](=O)[O-])n2)cc1OC | -1% | 20
CCC(=O)Nc1sc(Cc2ccc3c(c2)OCO3)c(C)c1C(N)=O | 1% | -7
Cc1nc(CSc2n[nH]c(=O)n2-c2ccccc2)cs1 | 6% | 17
COc1ccccc1-c1ccc(SCc2cccc(C)c2)nn1 | ? | ·
CC1(C)CC(=O)C=C(NCCN2CCN(C(=S)Nc3ccccc3)CC2)C1 | 0% | 19
O=C(Nc1cc(C(F)(F)F)ccc1N1CCOCC1)c1cccc(F)c1 | 8% | -15
COCCn1c(SCc2cccnc2)nnc1-c1ccco1 | i | -7
Cc1cc(C)cc(N2CC(c3nc4ccccc4n3C)CC2=O)c1 (stereo not given) | i | ·
CCCCN(CC)CCCNC(=S)Nc1ccc2nc(N3CCN(CC)CC3)cc(C)c2c1 | 3% | ·
Nc1c(C(=O)Nc2ccc(Cl)cc2)sc2nc(N3CCOCC3)c3c(c12)CCCC3 | i | -7
Cc1c(C(=O)N(Cc2ccncc2)CC2CCCO2)oc2c(F)cccc12 (stereo not given) | ? | ·
CC(=O)N(CCC(c1ccco1)C(C)C)Cc1ccc(Cl)cc1 (stereo not given) | 5% | -12
CC1(C2CC2)NC(=O)N(CC(=O)N2CCN(c3ccc(F)cc3)CC2)C1=O (stereo not given) | ? | ·
O=C(CCc1ccc(CCC(=O)c2cccs2)s1)c1cccs1 | 14% | -1
O=S(=O)(c1ccccc1)N(CC(O)COc1ccccc1)c1ccccc1 (stereo not given) | 3% | -7
C[C@@H](NC(=O)c1nc[nH]c1C(=O)N[C@@H](Cc1ccccc1)C(=O)OC(C)(C)C)c1ccccc1 | -3% | -18
CCc1ccccc1NC(=O)c1ccc(-c2csc(C)n2)cc1 | ? | ·
CCN1CCCC1CNS(=O)(=O)c1cccc(C(F)(F)F)c1 (stereo not given) | ? | ·
CC1Oc2ccccc2C=C1/C=N/NC(=O)c1ccncc1 (stereo not given) | 27% | ·
COc1cc2c(cc1OC)C1Cc3ccc(OC)c(OC)c3C[N+]1([O-])CC2 (stereo not given) | 1% | 9
O=C(O)COc1ccc2c(c1)CCCC2 | -17% | -14
O=C(Nc1nnc(-c2ccc(Br)cc2)o1)c1ccco1 | ? | ·
CCOC(=O)c1c(C)[nH]c(=S)c(C#N)c1-c1ccc(Cl)cc1 | ? | ·
Cc1ccc(NC(=O)N(Cc2ccco2)C(C)c2ccco2)cc1C (stereo not given) | -10% | -6
O=C(Nc1nc2ccccc2n1CCN1CCCC1)C1CCCCC1 | -19% | 3
COc1cc2nc(CN(C)Cc3ccc(C(C)(C)C)cc3)[nH]c(=O)c2cc1OC | ? | ·
O=C(CNS(=O)(=O)c1ccccc1)Nc1cccc([N+](=O)[O-])c1 | ? | ·
O=C(NC1CCCC1)c1cc(-c2ccccc2)on1 | i | 6
CS(=O)(=O)N(CC(=O)N1CCN(Cc2ccc3c(c2)OCO3)CC1)c1ccc2c(c1)OCO2 | ? | ·
CCC1(C)Cc2sc3c(=O)[nH]c(=S)[nH]c3c2CO1 (stereo not given) | 2% | -9
COc1ccc(-c2cc(CNS(=O)(=O)c3ccc(NC(C)=O)cc3)on2)cc1 | i[0.369 µM] | 20

The listing continues.
SMILES | Lipid storage S3 | Lipid storage S3 cell count max
Fc1ccc(-c2noc(-c3ccc4c(c3)CCO4)n2)cc1 | 6% | 7
C=C1CCC[C@]2(C)C[C@H]3OC(=O)C(CNCC(OC)OC)[C@H]3CC12 (stereo not given in full) | -1% | -17
COc1cc(Nc2c3c(nc4ccccc24)CCC3)cc(OC)c1OC | 0% | -8
COC(=O)C1=CN(C(C)c2ccccc2)C=C(C(=O)OC)C1c1cc(OC)c(OC)c(OC)c1 (stereo not given) | ? | ·
O=C1C(Cl)=C(N2CCOCC2)C(=O)N1c1ccc(Br)cc1 | -6% | -9
CN(C)CCCN(Cc1ccccc1)C(=S)NCc1ccccc1 | ? | ·
C=CCNc1nc(C2(C)CC3(CC(C)OC3=O)C(=O)O2)cs1 (stereo not given) | -3% | -6
C[C@H](NC(=O)c1nc[nH]c1C(=O)NCC(=O)OC(C)(C)C)c1ccccc1 | ? | ·
O=C(O)CSCC(=O)Nc1ccc(C2CCCCC2)cc1 | -5% | 4
Nc1nc(NCCCN2CCOCC2)nc(NCc2ccccc2)c1[N+](=O)[O-] | ? | ·
Cc1cc(=O)oc2cc(OCc3ccc(C(=O)OCC(=O)N(C)C4CCS(=O)(=O)C4)cc3)ccc12 (stereo not given) | -2% | -7
COc1cc(C(C(=O)NC2CCCCC2)N(C(=O)c2cnccn2)c2ccccc2)cc(OC)c1OC (stereo not given) | ? | ·
N=c1c(C(=O)NC2CCCC2)cc2c(=O)n3ccccc3nc2n1Cc1ccccc1 | 20% | 11
COC(=O)c1cccc(NC(=O)CN2CCN(Cc3ccccc3)CC2)c1 | ? | ·
NC(=O)CS(=O)(=O)c1nc2ccccc2n1Cc1ccccc1F | ? | ·
COc1ccc(Nc2sc(C(=O)Nc3cccc(Cl)c3)c(N)c2C(=O)Nc2ccccc2OC)cc1 | ? | ·
C[C@]12CCC(=O)CC1=CCC1C3CC=C(C#N)[C@@]3(C)CC[C@@]12O (stereo not given in full) | ? | ·
COCc1cc(C)nc(SCC(=O)Nc2ccc3c(c2)n(C)c(=O)n3C)c1C#N | ? | ·
O=C(CC(c1ccccc1)c1ccccc1O)N1CCCC1 (stereo not given) | i | 14
COc1ccc(NC(=O)c2cc(-c3cc(C)cc(C)c3O)n[nH]2)cc1Cl | 18% | -27

Rewritten with values under each structure: 2 of the compounds above.
Below each compound – Lipid storage S3	Lipid storage S3 cell count max
> N=c1c(C(=O)NC2CCCC2)cc2c(=O)n3ccccc3nc2n1Cc1ccccc1
→ 20%	11
> COC(=O)c1cccc(NC(=O)CN2CCN(Cc3ccccc3)CC2)c1
→ ?	·

More entries
SMILES | Lipid storage S3 | Lipid storage S3 cell count max
COc1ccc2c(c1OC)C(=O)N(c1ccccn1)C2 | ? | ·
Cc1nn(CC(=O)Nc2ccc3c(c2)nc2n3CCN(C3CCCCC3)C2)c(=O)c2ccccc12 | 1% | -1
COc1ccc([C@H]2CC(=O)C=C(c3cccc(CO)c3)C2)cc1 | ? | ·
CCN(CC)c1ccc(C(=O)N2CCN(Cc3ccccc3)CC2)cc1 | ? | ·
N#Cc1ccccc1Oc1ccc(S(=O)(=O)N2CCCCC2)cn1 | -16% | -4
O=C(CCc1ccccc1)NNC(=O)c1ccc(Br)cc1 | 3% | -11
CN(C(=O)CSc1nc(-c2ccccc2)cn1N)C(c1ccccc1)c1ccccc1 | ? | ·
Nc1ccc(S(=O)(=O)NCC(=O)OC2CCOC2=O)cc1[N+](=O)[O-] (stereo not given) | 1% | 11
Cc1c(CC(=O)O)c(=O)oc2cc(OCc3ccc(Cl)cc3)ccc12 | 4% | -10
O=C(COc1ccccc1Cl)Nc1ccc2c(c1)C(=O)NC2=O | ? | ·
COc1ccc(CNC(=O)COc2ccc(S(=O)(=O)N3CCCCC3)cc2Cl)cc1 | ? | ·
CC(=O)Oc1ccc(C(=O)c2ccccc2)c(OC(C)=O)c1 | ? | ·
CCCCN1CC(=O)N2[C@H]3c4cc(Cl)ccc4OC[C@@H]3[C@H](C(=O)OCC)[C@]2(C)C1=O | i | -9
CCn1cnc2c1c(=O)n(CC(=O)N1CCc3ccccc31)c(=O)n2Cc1ccccc1 | ? | ·
Cc1ccc(S(=O)(=O)N2CCCOC2CNC(=O)C(=O)NCc2ccccc2C)cc1 (stereo not given) | ? | ·
Cc1cccc(OCCCCNCc2ccccc2)c1 | 3% | ·
O=C(Nc1cccc(NC(=O)c2ccc(Br)o2)c1)c1ccccc1 | i | -13
CC[C@]1(c2cccc(C)c2)C(=O)N(C(=O)OC)N1C(=O)OC | i | -10
O=C(O)c1cccc(-c2noc(-c3cccc(Cl)c3)n2)c1 | ? | 10
Cc1ccccc1S(=O)(=O)N(CC(O)CN1C(=O)NC(C)(C)C1=O)c1ccccc1 (stereo not given) | ? | ·

Quoted from the entries so far (20 entries):
SMILES | Lipid storage S3 | Lipid storage S3 cell count max
COCc1cc(C)nc(SCC(=O)Nc2ccc3c(c2)n(C)c(=O)n3C)c1C#N | ? | ·
O=C(CC(c1ccccc1)c1ccccc1O)N1CCCC1 (stereo not given) | i | 14
COc1ccc(NC(=O)c2cc(-c3cc(C)cc(C)c3O)n[nH]2)cc1Cl | 18% | -27
COc1ccc2c(c1OC)C(=O)N(c1ccccn1)C2 | ? | ·
Cc1nn(CC(=O)Nc2ccc3c(c2)nc2n3CCN(C3CCCCC3)C2)c(=O)c2ccccc12 | 1% | -1
COc1ccc([C@H]2CC(=O)C=C(c3cccc(CO)c3)C2)cc1 | ? | ·
CCN(CC)c1ccc(C(=O)N2CCN(Cc3ccccc3)CC2)cc1 | ? | ·
N#Cc1ccccc1Oc1ccc(S(=O)(=O)N2CCCCC2)cn1 | -16% | -4
O=C(CCc1ccccc1)NNC(=O)c1ccc(Br)cc1 | 3% | -11
CN(C(=O)CSc1nc(-c2ccccc2)cn1N)C(c1ccccc1)c1ccccc1 | ? | ·
Nc1ccc(S(=O)(=O)NCC(=O)OC2CCOC2=O)cc1[N+](=O)[O-] (stereo not given) | 1% | 11
Cc1c(CC(=O)O)c(=O)oc2cc(OCc3ccc(Cl)cc3)ccc12 | 4% | -10
O=C(COc1ccccc1Cl)Nc1ccc2c(c1)C(=O)NC2=O | ? | ·
COc1ccc(CNC(=O)COc2ccc(S(=O)(=O)N3CCCCC3)cc2Cl)cc1 | ? | ·
CC(=O)Oc1ccc(C(=O)c2ccccc2)c(OC(C)=O)c1 | ? | ·
CCCCN1CC(=O)N2[C@H]3c4cc(Cl)ccc4OC[C@@H]3[C@H](C(=O)OCC)[C@]2(C)C1=O | i | -9
CCn1cnc2c1c(=O)n(CC(=O)N1CCc3ccccc31)c(=O)n2Cc1ccccc1 | ? | ·
Cc1ccc(S(=O)(=O)N2CCCOC2CNC(=O)C(=O)NCc2ccccc2C)cc1 (stereo not given) | ? | ·
Cc1cccc(OCCCCNCc2ccccc2)c1 | 3% | ·
O=C(Nc1cccc(NC(=O)c2ccc(Br)o2)c1)c1ccccc1 | i | -13

(more compounds)
SMILES | Lipid storage S3 | Lipid storage S3 cell count max
Fc1ccccc1N1CC(c2ccccc2)C(c2cccs2)=N1 (stereo not given) | ? | ·
N=C1/C(=C\c2ccc(-c3cccc(C(=O)O)c3)o2)C(=O)N=C2SC=C(c3ccccc3)N12 | -10% | 6
N#Cc1cc(Oc2cccnc2)c(Oc2cccnc2)cc1C#N | i | ·
CN(C)/C=C(\C#N)S(=O)(=O)c1ccc(Cl)cc1 | -9% | -5
Cc1ccc(C)c(OCC(=O)N/N=C\c2cccn2C)c1 | 1% | ·

This is a subset. The share of hits here may be higher or lower than overall.
